Jurkat NFkB inh: inhibitors of induced NF-kB luciferase reporter, primary screen, TCR NF-kB activation inhibitor project, cell-based, luminescence, uHTS; AID 435003, 2010; 0.53% of 330,000 active; inhibition, % at 4 µM; Jurkat, PMA/ionomycin-induced NF-kB luciferase reporter; in the data active means inhibition above about 50%
CCR6 antagonist: CCR6 receptor antagonists, primary screen, cell-based, CHO-K1, luminescence, beta-arrestin, uHTS. C-C chemokine receptor type 6 (Homo sapiens), P51684. CHO-K1 CCR6 PathHunter beta-arrestin, CCL20-stimulated. inhibition, % at 20 µM. 0.49% of 340,000 active. AID 493098, 2011;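 active means compounds whose inhibition of the agonist-driven luminescence signal at 20 µM reaches about 50%, limit read from the data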;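 further: cells stimulated with CCL20 at 14 nM final; plate controls were DMSO with CCL20 for no effect and DMSO without agonist for full effect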
EBI2 antag: EBI2 receptor antagonists, beta-arrestin recruitment, primary screen, cell-based, luminescence, 7a,25-OHC stimulation, uHTS. AID 651636, 2012. 7a,25-OHC stimulated. 0.81% of 360,000 active. inhibition, % at 5 µM; in the data active means inhibition above about 38%;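 further: enzyme fragment complementation signal reports receptor beta-arrestin coupling in cells; 0% = agonist plus DMSO wells and 100% = wells without agonist; some results beyond the cut were filed as inactive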
Target sequence (P32249 whole entry, looked up, the tested form may be a part): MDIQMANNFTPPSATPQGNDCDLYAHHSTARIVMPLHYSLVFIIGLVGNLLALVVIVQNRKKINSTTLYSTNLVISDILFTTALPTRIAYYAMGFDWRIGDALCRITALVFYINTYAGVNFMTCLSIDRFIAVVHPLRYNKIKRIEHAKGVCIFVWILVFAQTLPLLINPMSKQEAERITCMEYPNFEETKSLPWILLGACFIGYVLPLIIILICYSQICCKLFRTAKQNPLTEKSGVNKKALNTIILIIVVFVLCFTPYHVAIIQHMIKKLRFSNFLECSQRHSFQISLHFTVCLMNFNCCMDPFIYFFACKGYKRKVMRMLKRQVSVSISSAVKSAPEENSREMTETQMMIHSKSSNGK
APJ antagonist: antagonists of human apelin receptor APJ, primary screen, CHO-K1 cells, beta-arrestin complementation, luminescence. P35414. inhibition, % at 20 µM. 0.32% of 330,000 active. AID 2521, 2010;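 active means inhibition above about 40% at 20 µM, limit read from the data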;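 further: cells challenged with 10 nM apelin-13 agonist together with compound; plate controls were apelin-13 plus DMSO wells for no effect and DMSO wells lacking apelin-13 for full effect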
Target sequence (P35414 whole entry, looked up): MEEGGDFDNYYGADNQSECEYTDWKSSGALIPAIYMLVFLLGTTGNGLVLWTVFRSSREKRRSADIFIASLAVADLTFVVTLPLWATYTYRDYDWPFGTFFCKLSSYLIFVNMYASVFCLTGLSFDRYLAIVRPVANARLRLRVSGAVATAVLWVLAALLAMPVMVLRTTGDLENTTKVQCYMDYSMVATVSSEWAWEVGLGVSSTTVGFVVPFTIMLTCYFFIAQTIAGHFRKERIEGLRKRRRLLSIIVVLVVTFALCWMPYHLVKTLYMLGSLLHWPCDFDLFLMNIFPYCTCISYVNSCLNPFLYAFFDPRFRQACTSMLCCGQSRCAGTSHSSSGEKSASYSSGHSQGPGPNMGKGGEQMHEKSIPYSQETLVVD
CXCR6 block: CXCR6 receptor inhibitors, primary screen, cell-based, beta-arrestin, luminescence, CHO-K1 PathHunter, 1536-well; inhibition, % at 20 µM; 0.36% of 360,000 active; AID 602244, 2012; C-X-C chemokine receptor type 6 (Homo sapiens), O00574; in the data active means inhibition above about 34%, passing the limit was not always enough;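 further: antagonist mode with CXCL16 agonist at 10 nM final; 0% = 10 nM CXCL16 with DMSO and 100% = unstimulated wells without agonist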
Target sequence (O00574 whole entry, looked up): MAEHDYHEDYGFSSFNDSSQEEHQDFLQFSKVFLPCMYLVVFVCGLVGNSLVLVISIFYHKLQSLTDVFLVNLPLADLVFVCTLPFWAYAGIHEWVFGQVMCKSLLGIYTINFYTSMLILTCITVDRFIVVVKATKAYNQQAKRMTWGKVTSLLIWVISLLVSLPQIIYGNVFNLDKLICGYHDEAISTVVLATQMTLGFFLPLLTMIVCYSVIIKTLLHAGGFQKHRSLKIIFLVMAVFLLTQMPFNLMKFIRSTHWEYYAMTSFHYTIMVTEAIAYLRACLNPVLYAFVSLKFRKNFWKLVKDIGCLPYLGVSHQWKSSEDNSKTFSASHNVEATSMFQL
Gli-Sufu block: Gli-Sufu pathway antagonists, primary screen, luciferase luminescence, Sufu-KO-LIGHT cells, uHTS; Sufu-KO-LIGHT fibroblasts, Gli luciferase reporter luminescence; inhibition, % at 5 µM; 0.74% of 340,000 active; AID 588413, 2011;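 active means inhibition above about 55%, limit read from the data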;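 further: 0% = DMSO-treated cells and 100% = wells with medium but no cells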
UBC13 polyUb: UBC13 polyubiquitin chain formation inhibitors, primary screen, biochemical, TR-FRET, uHTS; Ubiquitin-conjugating enzyme E2 N (Homo sapiens), P61088; inhibition, % at 20 µM; 0.47% of 330,000 active; in the data active means inhibition above about 45%, passing the limit was not always enough
697 NFkB inh: inhibitors of PMA/ionomycin-induced NF-kB reporter, 697 cells, primary screen, B-cell NF-kB inhibitor project, cell-based, luminescence, uHTS. 697 B-cell NF-kB luciferase reporter, 16 h. inhibition, % at 4 µM. 0.33% of 330,000 active. AID 435022, 2010; in the data active means inhibition above about 35%
An asterisk follows results filed as active; . = not tested or not shown; & = joins results of further samples.

SMILES | Jurkat NFkB inh | CCR6 antagonist | EBI2 antag | APJ antagonist | CXCR6 block | Gli-Sufu block | UBC13 polyUb | 697 NFkB inh
COc1ccc(C2=NOC(C(=O)NC(C)(C)C)C2)cc1 (stereo unspecified) | -13 | 11 | 2 | -7 | 1 | -1 | -4 | 10
Cc1cccc(OCc2nnc(SCc3nc4ccccc4c(=O)[nH]3)o2)c1 | -11 | -5 | 11 | 2 | 6 | 4 | -13 | -7
COc1ccc(OC)c(N/C(C)=C/C(=O)c2ccncc2)c1 | -15 | 2 | -8 | -11 | -10 | 14 | -14 | -27
O=C(NCC(=O)N1CCN(c2ncccn2)CC1)c1cccs1 | -14 | 0 | 12 | -12 | 2 | -29 | -23 | -24
O=C(CSc1nnc(-c2cccs2)n1CC1CCCO1)N1CCCC1 (stereo unspecified) | 10 | 7 | -4 | 1 | -2 | 5 | 10 | 4
COCCNC(=O)CN1C(=O)NC(c2ccccc2)(c2ccccc2)C1=O | 2 | -1 | -2 | 2 | -5 | -1 | -7 | -1
C[C@@H]1COC(=O)[C@@H](CC(=O)OC(C)(C)C)C/C=C\C[C@H](CC(=O)N(CCO)Cc2ccccc2)C(=O)N1 | 12 | 1 | -2 | 19 | 1 | 3 | 8 | 12
CCOC(=O)c1cnc2ccc(C(=O)OC)cc2c1NCCCN1CCOCC1 | 0 | 12 | 9 | 11 | 8 | 14 | 0 | 5
COc1ccc(NC(=O)CC2SC(=NCC3CCCO3)NC2=O)c([N+](=O)[O-])c1 (stereo unspecified) | 7 | -10 | 3 | 3 | -4 | -2 | -7 | -3
COc1cc(C(C(=O)NC2CCCCC2)N(Cc2cccs2)C(=O)Cc2c[nH]c3ccccc23)cc(OC)c1OC (stereo unspecified) | -10 | 11 | 12 | 13 | 0 | 18 | -18 | -4
CC1CN(Cc2ccccc2Cl)CC(C)O1 (stereo unspecified) | -10 | -4 | -3 | 19 | 1 | -3 | 7 | 10
CN(C)S(=O)(=O)c1cccc(C(=O)N2CCN(C(=O)C3CCCO3)CC2)c1 (stereo unspecified) | -19 | -3 | -11 | -3 | 3 | -3 | 10 | 8
NC(=O)CC(NC(=O)c1cccc(Br)c1)c1ccc(N2CCC(Br)CC2)c([N+](=O)[O-])c1 (stereo unspecified) | -14 | 2 | -20 | -13 | -1 | 27 | -13 | -15
CCCN1C(=O)SC(CC(=O)Nc2ccccc2)C1=O (stereo unspecified) | 10 | 2 | 2 | 6 | 8 | 8 | 6 | 30
COc1cc(NC(=O)c2cnc(N)o2)cc(C(=O)Nc2cccc(C(F)(F)F)c2)c1 | 15 | -8 | -7&-8 | -63 | 8&-25 | 6 | 23 | 10
COc1ccccc1N(C)S(=O)(=O)c1ccc(C(=O)OCC(=O)Nc2cc(C)on2)cc1 | 1 | 1 | 4 | 39 | 2 | -3 | 4 | -23
Cc1ccsc1C(=O)OCC(=O)Nc1nnc(-c2ccccc2)o1 | -9 | 4 | -8 | 5 | -11 | -9 | -8 | 2
Oc1c(Cl)cc(Cl)cc1CNc1ccccn1 | -3 | 5 | 1 | 14 | -17 | -1 | 13 | -19
NNc1nc2c(Cl)c(Cl)ccc2s1 | -14 | 29 | -9 | 25 | -6 | -34 | 18 | -24
Cc1ccc(C(=O)Nc2cccc(C(=O)N/N=C/c3ccccc3F)c2)cc1 | 13 | 17 | 10 | -16 | -2 | -24 | -3 | -54
Cc1ccc(C(=O)NC(Cc2c[nH]c3ccccc23)C(=O)O)cc1 (stereo unspecified) | 5 | -7 | -13 | -8 | -6 | 4 | -2 | 1
c1ccc(CCCCN2CCN=C2Nc2ccccc2)cc1 | 0 | 17 | -2 | 10 | 8 | 19 | 10 | -15
Cn1cnnc1SCC(=O)Nc1cc(S(=O)(=O)N2CCCCC2)ccc1Cl | 3 | 14 | 3 | -7 | 4 | -1 | 9 | -10
Cc1ccc2c(c1)N(C(=O)CCC(=O)NCCCN1CCOCC1)CC(C)O2 (stereo unspecified) | 2 | 5 | 3 | 13 | 5 | 23 | 0 | 3
Cc1ccc(S(=O)(=O)N2CCN(C(=O)CC(C)(C)C)CC2)cc1 | 0 | 9 | -8 | -1 | -3 | -1 | 7 | -2

Four entries already listed, ordered by formula weight, descending:
SMILES | Jurkat NFkB inh | CCR6 antagonist | EBI2 antag | APJ antagonist | CXCR6 block | Gli-Sufu block | UBC13 polyUb | 697 NFkB inh
COc1ccccc1N(C)S(=O)(=O)c1ccc(C(=O)OCC(=O)Nc2cc(C)on2)cc1 | 1 | 1 | 4 | 39 | 2 | -3 | 4 | -23
Cc1ccc2c(c1)N(C(=O)CCC(=O)NCCCN1CCOCC1)CC(C)O2 (stereo unspecified) | 2 | 5 | 3 | 13 | 5 | 23 | 0 | 3
O=C(NCC(=O)N1CCN(c2ncccn2)CC1)c1cccs1 | -14 | 0 | 12 | -12 | 2 | -29 | -23 | -24
NNc1nc2c(Cl)c(Cl)ccc2s1 | -14 | 29 | -9 | 25 | -6 | -34 | 18 | -24

The listing picks up; the 2 compounds before the break are reprinted first.
SMILES | Jurkat NFkB inh | CCR6 antagonist | EBI2 antag | APJ antagonist | CXCR6 block | Gli-Sufu block | UBC13 polyUb | 697 NFkB inh
Cc1ccc2c(c1)N(C(=O)CCC(=O)NCCCN1CCOCC1)CC(C)O2 (stereo unspecified) | 2 | 5 | 3 | 13 | 5 | 23 | 0 | 3
Cc1ccc(S(=O)(=O)N2CCN(C(=O)CC(C)(C)C)CC2)cc1 | 0 | 9 | -8 | -1 | -3 | -1 | 7 | -2
COc1cc2c(cc1OC)-c1c(OC)c(OC)cc3ccnc(c13)C2=O | 22 | 4 | 9 | -27 | 2 | 11 | -152 | -58
Cc1cc(NC(=O)CSc2nccn2-c2ccc(Cl)cc2)no1 | 0 | 10 | -7 | 3 | 1 | 7 | 3 | -3
COCCCNC(=O)c1ccc(OC)c(OC2CCN(C(C)C)CC2)c1 | 0 | 5 | 4 | 11 | 4 | 4 | 5 | 11
COc1ccccc1-c1cc(C(F)(F)F)c(C#N)c(=O)[nH]1 | 8 | -7 | 3 | 8 | 0 | 17 | 9 | 6
O=C(NC(=S)Nc1cc(-c2nc3ccccc3[nH]2)ccc1Cl)c1ccc2c(c1)OCO2 | 4 | 11 | 0 | 23 | 12 | . | -14 | -77
CC(C)(C)CC(C)(C)NCC(O)COc1ccc2c(c1)CCC2 (stereo unspecified) | 15 | 2 | 2 | -11 | -1 | -4 | 28 | 11
COc1cccc(NC(=O)C(=O)NCCc2ccc(F)cc2)c1 | -26 | -6 | -13 | 3 | -6 | -23 | -2 | -13
Cc1ccc(CCNC(=O)c2cccc(NC3=NC4CS(=O)(=O)CC4S3)c2)cc1 (stereo unspecified) | 2 | 5 | -12 | -6 | 5 | 0 | -6 | -23
CCN(CCCNC(=O)C1c2ccccc2C(=O)N(CCOC)C1c1ccc(F)cc1)Cc1ccccc1 (stereo unspecified) | 5 | 1 | 3 | 8 | 2 | -9 | -5 | 27
O=c1[nH]c(CN2CCN(Cc3ccc4c(c3)OCO4)CC2)nc2ccccc12 | 0 | -11 | 32 | 17 | -3 | 6 | -4 | 8
CCOC(=O)c1c(C)n(C)c2ccc(OCC(O)Cn3nc(C)cc3C)cc12 (stereo unspecified) | -2 | 0 | 9 | -2 | -4 | 7 | 5 | -6
OCCN1CCN(CCCc2c3c(cc4c2CCC4)CCC3)CC1 | 6 | 5 | -7 | -31 | -5 | -2 | -4 | -24
COCC(=O)N1CCC(Oc2ccc(C(=O)NCc3csc(C(C)C)n3)cc2)CC1 | -2 | 11 | 3 | -12 | 0 | -27 | 8 | 13
Cc1cc(C)c2c(=O)[nH]cnc2n1 | 2 | -4 | 5 | -11 | 0 | 6 | -2 | 11
COC(=O)c1ccc(Sc2ccc(C)cc2)c(N)c1 | -16 | 15 | 6 | 35 | -7 | -23 | 30 | 16
S=C1NC(c2ccccc2)N2C(=S)NC(c3ccccc3)N12 (stereo unspecified) | -39 | 9 | -4 | 5 | 2 | -48 | -3 | -7
Cc1sc(-c2cccnc2)nc1OC(=O)C1CC1 | 5 | 3 | 0 | 28 | 2 | -5 | -4 | 2
CC(=O)C1=C(c2ccccc2)OC(N)=C(C#N)C1c1ccc(O)cc1 (stereo unspecified) | 11 | 14 | -2 | 15 | 3 | -3 | 8 | 4
O=C(CCS(=O)(=O)c1ccc(Cl)cc1)Nc1nccs1 | -11 | -1 | 7 | 3 | -3 | -14 | -8 | -15
O=C1c2ccccc2C(=O)N1S(=O)(=O)c1ccccc1 | 4 | 3 | 2 | 19 | 4 | -2 | 4 | 11
COc1ccccc1CSc1nc2c(c(=O)n(C)c(=O)n2C)n1C | 5 | 16 | -19 | -5 | -1 | 6 | -2 | 2
Cn1c(=N)n(CC(=O)c2ccc(Br)s2)c2ccccc21 | -119 | 6 | 5 | 13 | 0 | -17 | 2 | -190
Cc1ccc(-c2nc3cccnc3s2)cc1NS(=O)(=O)c1ccc2c(c1)OCCO2 | -5 | -2 | 3 | -3 | -7 | -2 | 14 | -14
CCn1c2ccccc2c2cc(N=C3SC(CC(=O)Nc4ccccc4)C(=O)N3C)ccc21 (stereo unspecified) | 5 | 4 | 4 | 1 | 6 | 8 | -2 | 10
CCOC(=O)c1sc(NC(=O)c2sc(C)nc2C)nc1C | 1 | 11 | 6 | 5 | -2 | 17 | 3 | -24
The listing continues:
SMILES | Jurkat NFkB inh | CCR6 antagonist | EBI2 antag | APJ antagonist | CXCR6 block | Gli-Sufu block | UBC13 polyUb | 697 NFkB inh
Cc1ccc(S(=O)(=O)N(C)C)cc1NC(=O)COC(=O)/C=C/c1cnc2ccccc2n1 | 5 | -2 | 2 | -1 | -16 | -10 | -12 | -2
O=C(/C=C/c1c(Cl)cccc1Cl)NCCCn1ccnc1 | -3 | 4 | -5 | -19 | -1 | 5 | 5 | 9
COc1ccc(S(=O)(=O)N(CC(=O)NN=C2CCN(C)CC2)c2ccc(C)cc2)cc1OC | 5 | 7 | -8 | 16 | -2 | -9 | 1 | 2
S=C(NCc1ccco1)N1CCN(Cc2ccco2)CC1 | 2 | -1 | -3 | 3 | -1 | 2 | -5 | 21
C=CCn1c2ccccc2c(=O)c2cc(C#Cc3ccccn3)ccc21 | -95 | 6 | 8 | -4 | 14 | -17 | 8 | -87
COc1ccc(N(C(=O)c2ccncc2)S(=O)(=O)c2cccs2)cc1 | 8 | 9 | -8 | 5 | -6 | -1 | 23 | -33
CCCNC(=S)Nc1ccc(CC(=O)OC)cc1 | -3 | 9 | -3 | -4 | -4 | 3 | 6 | 3
CCn1c(SC)nnc1-c1nn(-c2ccccc2)ccc1=O | -16 | 5 | -21 | 9 | 2 | 1 | -4 | 10
Cc1nn(Cc2ccc(C(=O)NC(C)(C)C)o2)c(C)c1Br | 13 | -3 | -10 | -1 | -5 | -16 | 7 | -53
c1ccc(CC2CCN(Cc3nc(-c4ccccc4)no3)CC2)cc1 | 0 | 1 | 10 | -15 | -1 | 5 | -5 | -7
O=C(Nc1cccc(-c2nnc(-c3ccccc3)o2)c1)C1CCCCC1 | -32 | -24 | 9 | -11 | 1 | -82 | -1 | -127
O=C(NCC(c1ccco1)N1CCCC1)c1ccccc1F (stereo unspecified) | -6 | 1 | -3 | 7 | 0 | 1 | 4 | 3
CC(C)n1cc(CN2CCC(Oc3ccc(C(=O)N4CCCCC4)cc3)CC2)cn1 | 0 | 15 | 3 | 10 | 1 | 11 | -8 | 19
Cn1nc(C(=O)OCCN2C(=O)c3ccccc3C2=O)c2ccccc2c1=O | 8 | -4 | 2 | 19 | -6 | 5 | 11 | 10
O=C(CSc1ccc2c(c1)OCCO2)Nc1ccc(Br)cn1 | -6 | 7 | -10 | 16 | -9 | -11 | 1 | -10
C=CCN(CC(O)c1cccc([N+](=O)[O-])c1)C(C)CCc1ccccc1 (stereo unspecified) | -3 | 23 | 12 | -5 | -2 | -8 | 10 | 3
Cc1ccc(OCC(=O)NC(=S)Nc2ccc(Br)c(C)n2)cc1 | -7 | -7 | -14 | 1 | -4 | 0 | -8 | -12

High-throughput results as filed in PubChem.
